USP1-UAF1 inh: blocks the human USP1/UAF1 deubiquitinase complex. O94782. recombinant USP1/UAF1, Ub-Rhodamine cleavage fluorescence. Potency, µM (doses to about 57.1 µM), without a hit: at the top dose activity change, negative = inhibition, usual class: inhibitors. actives 0.23% (n = 390,000). AID 743255; further: potency means the concentration at half of the fitted maximal effect; on the % scale 0 is the no-effect control and ±100 the full control effect; nearly all actives have a fitted effect of over 60% in size; inactives centre near -12
Target sequence (O94782 whole entry, looked up): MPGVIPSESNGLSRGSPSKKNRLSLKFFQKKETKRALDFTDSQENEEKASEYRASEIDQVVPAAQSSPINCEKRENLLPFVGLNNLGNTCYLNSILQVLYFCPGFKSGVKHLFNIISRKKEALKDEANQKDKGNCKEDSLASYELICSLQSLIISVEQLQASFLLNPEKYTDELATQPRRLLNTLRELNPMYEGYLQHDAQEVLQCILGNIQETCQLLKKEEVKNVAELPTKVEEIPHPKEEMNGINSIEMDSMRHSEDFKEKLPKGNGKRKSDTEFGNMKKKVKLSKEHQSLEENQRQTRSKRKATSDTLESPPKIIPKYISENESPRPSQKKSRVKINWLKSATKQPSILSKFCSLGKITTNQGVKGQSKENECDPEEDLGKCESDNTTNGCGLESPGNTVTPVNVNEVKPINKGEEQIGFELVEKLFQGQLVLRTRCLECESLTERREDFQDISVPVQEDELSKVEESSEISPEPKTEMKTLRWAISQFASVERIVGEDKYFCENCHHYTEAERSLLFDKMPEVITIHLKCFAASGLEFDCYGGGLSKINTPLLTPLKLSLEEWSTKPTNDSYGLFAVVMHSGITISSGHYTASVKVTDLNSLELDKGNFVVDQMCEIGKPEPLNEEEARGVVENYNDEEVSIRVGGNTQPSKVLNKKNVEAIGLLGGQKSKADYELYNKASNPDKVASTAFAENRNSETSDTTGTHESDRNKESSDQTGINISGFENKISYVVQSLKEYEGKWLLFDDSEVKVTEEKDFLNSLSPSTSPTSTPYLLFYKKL
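High-throughput fluorogenic screen: 1nM USP1/UAF1 complex, Ub-Rho substrate 150nM final, 50mM HEPES pH 7.8 with 0.5mM EDTA, 0.1 mg/ml BSA, 1mM TCEP and 0.01% Tween-20.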
D2 antag: D2 dopamine receptor (human) antagonism; inhibition, % at 10 µM; actives 2% (n = 340,000); HEK293 TREx D2 cells, calcium flux, dopamine EC80; P14416; AID 485344; in the data active means inhibition above about 30%; further: 0% is about no effect
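Compounds are added to dye-loaded, induced HEK293 T-REx cells coupled to calcium release via D2; after a 3 min kinetic read an EC80 dopamine stimulus is given and fluorescence is recorded for 3 more min.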
TRHR ag: activates the human TRH receptor; AID 493084; TRHR cells, calcium flux fluo-8, FDSS agonist mode; actives 0.18% (n = 360,000); activation, % at 2 µM; in the data active means activation above about 30%; further: 0% is about no effect
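Steps: seed TRHR cells overnight; add fluo-8 no-wash Ca dye, RT 30 min–1.5 h; record 10 s baseline; pin-transfer compounds; monitor fluorescence 1 cycle/s for the agonist window. Calcium increases flag candidate agonists.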
mIDH1 inhibitor: human IDH1 R132H inhibition; O75874; IDH1-R132H enzyme, NADPH consumption, diaphorase/resazurin fluorescence; Potency, µM (doses to about 76.6 µM), without a hit: at the top dose activity change, negative = inhibition, most hits filed as inhibitors; actives 0.093% (n = 390,000); AID 602179; further: potency means the concentration at half of the fitted maximal effect; on the % scale 0 is the no-effect control and ±100 the full control effect; nearly all actives have a fitted effect of over 65% in size
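IDH1-R132H (0.5 ug/mL) preincubated 30 min with compound, then NADPH (0.016 mM) and alpha-KG (2 mM) added; 80 min at RT, pH 7.5. Remaining NADPH coupled via diaphorase/resazurin to fluorescence (540/590 nm); concentration-response curves normalized to no-enzyme control.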
rTrxR1 inhibitor: blocks rat thioredoxin reductase 1. recombinant rTrxR1, NADPH fluorescence consumption, selenite substrate. actives 1% (n = 390,000). O89049. Potency, µM (titrated, usually from 114 µM), inactives show at the highest dose activity change, negative = inhibition, usual class: inhibitors; further: potency means the concentration at half of the fitted maximal effect; on the % scale 0 is the no-effect control and ±100 the full control effect; nearly all actives have a fitted effect of over 65% in size
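Rat TrxR1 (90 nM in the dispensed reagent) was pre-reduced with 400 uM NADPH for 5 min at room temperature, then incubated with compound for 15 min. After 400 uM selenite was added, NADPH fluorescence (Ex 340/Em 450 nm) was followed for 8 min.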
TrxR1 substrate: substrates of rat thioredoxin reductase 1. actives 0.01% (n = 390,000). purified TrxR1 substrate turnover, NADPH consumption readout. Potency, µM (titrated, usually from 114 µM), for the others: at the highest dose activity change, negative = substrate turnover. O89049; further: potency means the concentration at half of the fitted maximal effect; on the % scale 0 is the no-effect control and ±100 the full control effect; nearly all actives have a fitted effect of over 50% in size
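Rat TrxR1, dispensed at 90 nM, was prereduced with 400 uM NADPH (final) for 5 min at ~22 deg C, then incubated with compound 15 min before 400 uM selenite. A first-read NADPH fluorescence drop versus no-compound background flagged substrates.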
TRHR PAM: allosterically enhances the human TRH receptor. TRHR cells, fluo-8 calcium fluorescence, EC20 TRH enhancement. enhancement, % at 2 µM. actives 0.66% (n = 360,000). AID 493056; in the data active means enhancement above about 30%; further: 0% is about no effect
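Enhancer read-out: after compound pinning and an initial kinetic agonist-mode read, an EC20 of TRH (10 nM final) was injected and fluo-8 calcium signal (Ex 480/Em 530) followed at 1 s/cycle for 100 cycles in TRHR-expressing cells.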
D2 agonist: agonists of human D2 dopamine receptor; actives 0.53% (n = 340,000); AID 485358; HEK293 T-REx D2 cells, calcium flux agonist mode; activation, % at 2 µM; P14416;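 active means activation over 3 SD above normal in the single-dose calcium agonist read, cut at about 30% in these data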; further: 0% is about no effect
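Agonism scored from kinetic calcium signal (1 read/sec, 180 s) following compound pin transfer, after a 10 s baseline. Cells: HEK293 Trex line expressing inducible D2 receptor coupled to calcium, dye-loaded after overnight culture at 30 C.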
Pin1 inh: inhibitors of human Pin1; Pin1 FP peptide displacement, HiFluor488, 10 min; Potency, µM (series often up to 115 µM), without a hit: top-dose activity, negative = inhibition, usual class: inhibitors; actives 0.009% (n = 390,000); active means well fitted inhibition curve with a large enough effect in the polarisation, with a control signal flat, not every such curve was filed as active; inconclusive means small, poorly fitted or top-dose-only effect, or effect the other way, or a change in a side signal; inactive means no such curve, though single readings can be large or run the other way; the % refers to the polarisation; further: potency means the concentration at half of the fitted maximal effect; on the % scale 0 is the no-effect control and ±100 the full control effect
Target sequence (Q13526 whole entry, looked up): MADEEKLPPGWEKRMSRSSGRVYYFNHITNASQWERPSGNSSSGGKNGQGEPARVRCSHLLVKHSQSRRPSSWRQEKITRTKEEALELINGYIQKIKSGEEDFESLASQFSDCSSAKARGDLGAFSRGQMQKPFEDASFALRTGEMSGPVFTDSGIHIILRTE
An asterisk follows results filed as active; u = inconclusive; x = no result given; & = joins results of further samples; [ ] = remark or other dose. Unless noted, the call rests on the fitted dose curve; in most records, active means well fitted inhibition curve with a large enough effect; inconclusive means small, poorly fitted or top-dose-only effect; inactive means no such curve, though single readings can be large or run the other way.

molecule | rTrxR1 inhibitor | TRHR PAM | USP1-UAF1 inh | mIDH1 inhibitor | D2 agonist | TRHR ag | D2 antag | Pin1 inh | TrxR1 substrate
O=C(NCCCn1ccnc1)/C(=C\c1cccs1)NC(=O)c1ccccc1 | -15.6% | -3.2 | -8.2% | 7.8% | 1.4 | -0.3 | 7.7 | -5.5% | -16.1%
CCc1ccc(Oc2c(C(F)(F)F)oc3c(CN4CCCC(C)C4)c(O)ccc3c2=O)cc1 (stereo unspecified) | 18.2% | 8.2 | -17.6% | 0.0% | -0.1 | 0.2 | x | 0.8% | 2.4%
CN(Cc1ccccc1F)C(=O)c1ccccc1Sc1ccccc1C#N | 25.7% | 29.1 | -21.1% | -2.0% | -0.2 | 0.4 | -13.0 | 1.6% | 1.7%
CCC(=O)N1CCc2cc(Br)cc(S(=O)(=O)N3CCCC(C(=O)Nc4cccc(Cl)c4C)C3)c21 (stereo unspecified) | 2.6% | -0.8 | -26.3% | 10.3% | x | 2.1 | x | 24.9% | -2.6%
Cc1nn(-c2ccccc2)c(C)c1C(=O)OCC(=O)N(C)c1c(N)n(Cc2ccccc2)c(=O)[nH]c1=O | 1.0% | -11.2 | -3.5% | 0.3% | 0.5 | 0.3 | 2.3 | -0.3% | 2.4%
Cc1cc(Br)ccc1S(=O)(=O)NCc1ccccc1 | 11.8% | -12.1 | -14.4% | -2.1% | 1.4 | -0.4 | -6.9 | -1.3% | -5.0%
COc1ccc(-c2cc(=O)oc3c(C)c(OC(C)C(=O)NCc4ccccn4)ccc23)cc1 (stereo unspecified) | 4.0% | 0.0 | -11.6% | -11.9% | 1.4 | 3.5 | -3.3 | 21.3% | -2.1%
Cc1nc2sccn2c(=O)c1S(=O)(=O)Nc1ccc(N2CCN(C)CC2)cc1 | 7.2%[57.1 µM] | 4.1&-6.8 | -17.1%&6.9% | 14.0%&3.3% | 0.9&-1.5 | 0.0&0.9 | -2.6 | -0.5%&6.0% | -6.1%[57.1 µM]
Cc1ccc(-c2cn3c(n2)CCCC3)cc1 | 54.6%[57.1 µM] | 3.4 | -3.1% | 4.9% | 0.5 | -0.1 | -16.2 | -0.2% | 4.8%[57.1 µM]
Cn1c(N)c(C(=O)COC(=O)CCOc2ccc(C(C)(C)C)cc2)c(=O)n(C)c1=O | 29.9%[57.1 µM] | 1.1 | -23.1% | 5.0% | 0.3 | 0.0 | 11.4 | -4.8% | -14.9%[57.1 µM]
Cc1ccc(Cn2cc(S(=O)(=O)c3cccc(C)c3)c(=O)c3cc(F)c(N4CCOCC4)cc32)cc1 | 18.2% | 5.3 | -3.1% | -14.3% | 1.6 | 0.0 | x | 16.6% | 19.1%
O=C(NN1C(=O)C2C3C=CC([C@H]4CC34)[C@@H]2C1=O)c1ccc(Br)cc1 (stereo partly specified) | 23.6% | 7.1 | -21.2% | 13.7% | 0.0 | 2.3 | 11.4 | -4.2% | 1.7%
O=C(NCc1nnc(SCC(=O)N2CCCC2)o1)c1ccc(F)cc1 | -3.6% | -12.6 | -3.8% | -7.3% | -0.1 | -0.1 | 9.6 | 0.0% | -5.7%
FC(F)c1nnc2c(Cl)cc(C(F)(F)F)cn12 | 11.6%[57.1 µM] | -1.2 | -10.8% | -4.7% | 4.4 | 0.8 | -5.0 | -7.2% | 8.9%[57.1 µM]
O=S(=O)(c1ccc(Cl)c(C(F)(F)F)c1)N1CCN(CC(O)COc2ccccc2F)CC1 (stereo unspecified) | -4.6%[57.1 µM] | -0.2 | -15.8% | 1.6% | 0.4 | 0.7 | -12.2 | 6.2% | -3.5%[57.1 µM]
Cc1nn(C)c(C)c1/C=C/C(=O)O | 13.9% | -8.2 | -21.9% | -4.2% | 2.0 | 0.1 | 1.8 | 1.0% | 1.6%
CCOC(=O)c1cc2c(c(-c3ccccc3)n1)[C@H](CCO)N(S(=O)(=O)C(C)(C)C)C2 | 5.4% | x | -25.8% | 11.8% | x | x | x | -0.6% | 5.3%
CCc1noc(C)c1C(=O)Nc1ccccc1N1CCOCC1 | 6.0% | -2.1 | -12.2% | 2.1% | 0.2 | -0.1 | -4.5 | -4.4% | 2.7%
S=c1[nH]nc(C2CCCCC2)n1/N=C/c1ccccc1Br | 2.8% | 10.1 | -26.6% | -3.9% | 0.1 | -0.5 | 1.6 | -2.7% | 1.1%
Cc1cc(C)cc(NS(=O)(=O)c2ccc3[nH]c(=O)ccc3c2)c1 | 25.8% | -5.4 | -20.6% | 0.0% | -0.2 | 0.4 | -15.7 | 3.0% | 2.7%
COc1ccc2cc(-c3nc4ccccc4n3C)c(=O)oc2c1 | 5.2% | -4.2 | -1.1% | 1.0% | 0.8 | -0.5 | -14.3 | -8.5% | 26.2%
CCCC(=O)N1CCN(c2ccc(NC(=O)c3ccc(Br)o3)cc2)CC1 | 8.6%[57.1 µM] | 1.6 | 0.5% | 9.3% | -0.1 | -0.2 | -2.4 | -0.8% | 7.3%[57.1 µM]
CCOCCOc1cc(NCc2ccccc2)c2ncn(C(C)C)c2c1 | 17.0%[57.1 µM] | x | u | -23.6% | x | x | x | 5.3% | 3.3%[57.1 µM]
CCC(=O)N(Cc1cc(=O)[nH]c2ccccc12)c1ccc(C)cc1C | 18.1% | -7.9 | -28.5% | 1.5% | -0.4 | -0.1 | 8.3 | -9.5% | 12.0%
N#Cc1ccc(OCC(=O)NCCN2CCOCC2)cc1 | -6.9% | 1.0 | -11.9% | 1.8% | 0.9 | 0.1 | -7.5 | 2.8% | -2.1%
CCN(CCCNC(=O)c1cc2c(=O)n(CC)c3ccccc3c2s1)c1cccc(C)c1 | 46.7%[activator] | 0.6 | u | 10.4% | -0.3 | -0.3 | x | -3.0% | 7.7%
Cc1ccc(NC(=O)c2ncn(CCCNCC3CCCO3)n2)cc1C (stereo unspecified) | -0.5% | x | -4.8% | -10.4% | x | x | x | 5.0% | 0.8%
COc1ccc(-c2nnn(CC(=O)N(CCO)C(C(=O)NC3CCCC3)c3ccncc3)n2)cc1 (stereo unspecified) | 22.7%[57.1 µM] | 24.4 | u | 4.7% | 1.5 | -0.1 | -1.4 | -0.2% | 3.0%[57.1 µM]
Cc1oc2c(c1C(=O)O)C(=O)c1ccccc1C2=O | -0.9% | 5.5 | 28.2µM* | 5.3% | -0.1 | 0.7 | 3.9 | -0.8% | -3.5%
Cc1nn2c(-c3cccc(NC(=O)CN4CCOCC4)c3)nnc2c2ccccc12 | u | x | -14.0% | 9.2% | x | x | x | u | 17.4%
CCCC(=O)Nc1nnc(SCC(=O)Nc2nc(C)cs2)s1 | 25.6% | 13.3 | -15.6% | 6.3% | 0.1 | 0.7 | 22.0 | 10.1% | 10.6%
COc1ccc(C(C)(C)C)cc1NC(=O)COC(=O)C1=NNC(=O)CC1 | 22.6% | 4.0 | -26.9% | -7.5% | x | 0.0 | x | -3.5% | -1.5%
COc1cc2c(c(OC)c1OC)-c1c(cc3c(c1OC)OCO3)C1OC2[C@@H](C)[C@H]1C (stereo partly specified) | 5.9% | 8.5 | -23.3% | 18.2% | -0.2 | 0.1 | -15.8 | 2.4% | -1.1%
Cc1ccc(NC(=O)COC(=O)/C=C/c2cccs2)c(C)c1 | 25.0% | 1.0 | 3.3% | 0.9% | -0.3 | 0.0 | -2.4 | 2.8% | 4.5%
COc1ccc(CN2CCN(C(=O)Cn3nc(C(=O)O)c4ccccc4c3=O)CC2)cc1F | 39.2%[activator] | 1.1 | -9.2% | 5.3% | 0.5 | 0.6 | 4.1 | -7.6% | 8.4%
Cc1ccc(NC2=C(Cl)C(=O)OC2NC(=O)c2ccccc2)cc1 (stereo unspecified) | -2.0% | 0.9 | -6.5% | -0.1% | 1.3 | -0.3 | 54.9* | -0.1% | -3.9%
CS(=O)(=O)c1ccc(NC(=O)c2cc3c(cc2Cl)N2CCCCCC2=NS3(=O)=O)cc1 | -5.2% | x | -6.4% | 4.1% | x | x | x | 0.3% | -6.3%
COc1c(C)cc(C(=O)C2CCCN(C(=O)c3cccc(F)c3)C2)cc1C (stereo unspecified) | 24.5% | 3.9 | -14.6% | 0.6% | -0.8 | 1.4 | -13.5 | 1.0% | 0.2%
CC(C)CC(=O)Nc1sc2c(c1C(=O)O)CCCCC2 | 2.4% | -1.4 | -6.5% | 3.1% | 0.5 | -0.2 | 5.0 | -1.8% | -4.7%
Cc1cccc(OCC(=O)OCC(=O)c2c(N)n(C)c(=O)n(C)c2=O)c1C | 15.6% | -0.1 | -8.7% | 1.4% | 0.0 | -0.2 | 18.9 | 1.2% | 7.6%
O=c1c2[nH]c3ccccc3c2ncn1CCN1CCNCC1 | -34.0% | -1.3 | -5.5% | -2.6% | 1.5 | 0.3 | -26.4 | -3.1% | 9.9%
COc1ccc(NS(=O)(=O)c2cc(NC(=O)c3nc4nc(C)cc(C)n4n3)ccc2C)cc1 | 19.6%[57.1 µM] | 5.3 | u | 2.7% | 0.9 | 0.9 | -3.3 | -3.2% | 5.2%[57.1 µM]

Part of the list above in order of heavy-atom count, lowest first:
molecule | rTrxR1 inhibitor | TRHR PAM | USP1-UAF1 inh | mIDH1 inhibitor | D2 agonist | TRHR ag | D2 antag | Pin1 inh | TrxR1 substrate
CCOCCOc1cc(NCc2ccccc2)c2ncn(C(C)C)c2c1 | 17.0%[57.1 µM] | x | u | -23.6% | x | x | x | 5.3% | 3.3%[57.1 µM]
Cc1cccc(OCC(=O)OCC(=O)c2c(N)n(C)c(=O)n(C)c2=O)c1C | 15.6% | -0.1 | -8.7% | 1.4% | 0.0 | -0.2 | 18.9 | 1.2% | 7.6%
COc1cc2c(c(OC)c1OC)-c1c(cc3c(c1OC)OCO3)C1OC2[C@@H](C)[C@H]1C (stereo partly specified) | 5.9% | 8.5 | -23.3% | 18.2% | -0.2 | 0.1 | -15.8 | 2.4% | -1.1%

Screening results: PubChem BioAssay, National Center for Advancing Translational Sciences (NCATS)

The list is partial; rates above refer to the full screens.
